# PMI act: increases human mannose-6-phosphate isomerase activity; purified human PMI, coupled resazurin fluorescence, 20 min; hits give high values; 1 = vehicle control, 0 substrate-free wells; activation factor at 20 µM; 0.005% of 190,000 active; AID 1214;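 active = activation factor of 2 or more at 20 µM, relative to plate controls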
# RAM inhibit: blocks the yeast RAM network; S. cerevisiae dse1pr::URA3 reporter, 5-FOA growth OD615, 2 d; analog-sensitive cbk1-as2 kinase mutant strain; inhibition, % at 50 µM; 1.8% of 190,000 active; AID 868;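 active = inhibition above a set limit, 3 SD over mean compound inhibition, cut at about 8.4% in these data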;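 note: 0% = DMSO-only wells with no growth and 100% = 10 µM 1-NA-PP1 full growth; inhibition rescues growth on 5-FOA so higher OD means more RAM inhibition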
# Diaphorase act: counter-screen for diaphorase-based assays: diaphorase activators and chemical reducers. activation factor at 20 µM. Diaphorase/resazurin coupled assay, resorufin fluorescence, 16 min; hits give high values; 1 = vehicle wells, 0 = NADH-free wells. 0.005% of 190,000 active;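 active = diaphorase activity raised at least twofold by the compound at 20 µM; inactive = activation factor below 2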
#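 test system = bacterial diaphorase enzyme (C. kluyveri) | quantity = enzyme 0.07 U/mL final | reagent = NADH substrate 0.114 mM plus resazurin dye 0.1 mM, final | incubation = 16 min enzyme reaction, ambient temperature | buffer or medium = HEPES pH 7.4 buffer with MgCl2 and Tween 20 | signal = fluorescence of resorufin, 544 nm excitation, 590 nm emission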
# G6PDH CS: L. mesenteroides G6PDH inhibition counter-screen. AID 1020. inhibition, % at 5 µM. Purified L. mesenteroides G6PDH, diaphorase/resazurin coupled fluorescence, 45 min. 0.12% of 200,000 active
# PMI act satM6P: PMI (human) activation, high substrate; P34949; activation factor at 20 µM; 0.34% of 190,000 active; AID 1216; coupled PMI enzyme assay, resazurin fluorescence, 20 min; hits give high values; 1 = untreated enzyme, 0 = substrate-free blank;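 active = activation factor of 2 or more at 20 µM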
#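 Test system – human PMI in coupled enzyme assay · Timing – 20 min incubation at room temperature · Detection – Diaphorase-driven resazurin-to-resorufin fluorescence, excitation 544, emission 590 nm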
# S1P3 antag: antagonists of human S1P3 receptor; 0.27% of 170,000 active; inhibition, % at 4.98 µM; CHO S1P3 NFAT-BLA reporter, FRET fluorescence, antagonist mode;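 active = inhibition above the plate cutoff, the mean inhibition of test wells on that plate plus 3 SD, cut at about 28% in these data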;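 note: cells challenged with S1P at its EC80 of 0.8 µM; blue over green emission ratio from cleaved BLA substrate after 4 h stimulation; 0% = S1P-stimulated wells and 100% = unstimulated DMSO-only wells; some compounds past the cut are filed as inactive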
# Diaphorase inh: inhibits diaphorase or chemically oxidizes, flagging diaphorase assay artifacts; diaphorase resazurin-to-resorufin fluorescence, NADH, 16 min; bacterial (C. kluyveri) enzyme, not human; inhibition, % at 20 µM; 0.69% of 190,000 active;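 active = primary screen inhibition at 20 µM above a set limit, cut at about 50% in these data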;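 note: plate controls were DMSO with full reaction for no effect and wells lacking NADH for full effect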
#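 material = Clostridium kluyveri diaphorase enzyme | amount = 0.14 U/mL diaphorase, enzyme working solution | schedule = incubation 16 min, room temperature | detection = fluorescence of resorufin formed from resazurin, Ex 544/Em 590 nm | benchmarks = positive control minus NADH, DMSO neutral control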
# L major viab: Leishmania major promastigote growth inhibition; inhibition, % at 10 µM; Leishmania major promastigotes, resazurin fluorescence viability; AID 1063; 9% of 200,000 active;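 note: promastigotes grown with compound for 44 hours at 28 °C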
# Redox H2O2 prof: compounds producing H2O2 with reducing agent – biochemical, NIH compound library profiling, artefact control for MLSCN library redox annotation, primary screen; DTT-dependent redox cycling H2O2, phenol red/HRP absorbance; 100% = 100 µM peroxide control, 0% = buffer; activation, % at 10 µM; 0.03% of 200,000 active;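 active = activation of at least 50% relative to the plate's high and low controls in the primary single-dose screen; inactive = activation below 50%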;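 note: compound incubated with DTT at 0.8 mM final as the reducing agent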
# TLR4 MyD88 comp: TLR4-MyD88 interaction inhibition in cells | O00206+Q99836 | HeLa CL3-4 TLR4/MyD88 BLA complementation, FRET ratio | AID 861 | 0.18% of 200,000 active | inhibition, % at 8.4 µM; in the data active = inhibition above about 25%;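 note: 0% = vehicle and 100% = reference inhibitor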
# Target sequence (O00206 whole entry, looked up): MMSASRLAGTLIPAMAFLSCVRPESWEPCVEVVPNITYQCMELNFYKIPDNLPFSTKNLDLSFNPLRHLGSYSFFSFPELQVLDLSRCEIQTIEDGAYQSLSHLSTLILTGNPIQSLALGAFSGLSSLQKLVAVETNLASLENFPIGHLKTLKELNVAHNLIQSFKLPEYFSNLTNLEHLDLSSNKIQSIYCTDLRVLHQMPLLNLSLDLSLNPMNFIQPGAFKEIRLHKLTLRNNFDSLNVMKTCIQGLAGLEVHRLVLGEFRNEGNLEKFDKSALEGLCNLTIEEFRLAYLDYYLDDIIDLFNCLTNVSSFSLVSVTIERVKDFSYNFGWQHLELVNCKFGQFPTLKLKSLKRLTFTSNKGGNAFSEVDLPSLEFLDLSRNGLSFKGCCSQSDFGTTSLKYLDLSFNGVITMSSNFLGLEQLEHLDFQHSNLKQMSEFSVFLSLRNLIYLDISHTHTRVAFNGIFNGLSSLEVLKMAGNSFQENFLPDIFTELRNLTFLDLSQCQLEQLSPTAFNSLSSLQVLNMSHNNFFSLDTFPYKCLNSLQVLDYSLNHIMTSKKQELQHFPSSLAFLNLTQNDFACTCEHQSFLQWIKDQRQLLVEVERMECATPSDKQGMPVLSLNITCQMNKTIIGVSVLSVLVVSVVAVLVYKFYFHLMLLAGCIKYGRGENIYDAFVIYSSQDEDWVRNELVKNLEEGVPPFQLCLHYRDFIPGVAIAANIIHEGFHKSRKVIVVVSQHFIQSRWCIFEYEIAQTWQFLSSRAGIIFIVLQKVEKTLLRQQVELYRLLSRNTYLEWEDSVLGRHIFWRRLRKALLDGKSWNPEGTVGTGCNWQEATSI
# Target sequence (Q99836 whole entry, looked up): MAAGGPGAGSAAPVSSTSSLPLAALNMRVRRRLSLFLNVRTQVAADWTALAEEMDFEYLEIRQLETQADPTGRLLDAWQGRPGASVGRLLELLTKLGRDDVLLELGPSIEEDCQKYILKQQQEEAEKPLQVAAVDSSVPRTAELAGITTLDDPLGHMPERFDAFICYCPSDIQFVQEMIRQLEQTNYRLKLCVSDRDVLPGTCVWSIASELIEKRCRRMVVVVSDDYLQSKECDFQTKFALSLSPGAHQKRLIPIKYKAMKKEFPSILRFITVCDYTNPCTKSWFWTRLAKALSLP
# Hsp70 act: Hsp70 transcriptional activation, primary screen | AID 1203 | activation, % at 10 µM | HeLa Hsp70 promoter luciferase reporter, luminescence; scaled: vehicle 0, proteasome-inhibitor control 100% | 0.04% of 200,000 active;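 active = activation above the mean across all tested compounds plus 3 SD, cutoff set per campaign, cut at about 5.5% in these data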;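 note: 100% = MG132 at 30 µM as the positive control and 0% = DMSO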
# * marks the source's active call; other numbers are inactive results; / = not tested or not shown. Cut-off read from the data, not from the text of the source, unless noted: active = inhibition above about 50%; inactive = the rest.
# Every second line gives: PMI act	RAM inhibit	Diaphorase act	G6PDH CS	PMI act satM6P	S1P3 antag	Diaphorase inh	L major viab	Redox H2O2 prof	TLR4 MyD88 comp	Hsp70 act
O=C(CNC(=O)OCc1ccccc1)Oc1cc2oc(=O)cc(-c3ccccc3)c2cc1Cl
→ 0.9	0.7	0.7	-22.4	0.9	/	28.4	-23.3	-0.7	7.6	0.1
COC(=O)C1=C(C)OC(N)=C(C#N)C1c1ccsc1 (stereo unspecified)
→ 1.1	0.1	0.9	4.8	1	/	5.1	-0.4	0.3	15.2	-0.3
COc1ccc(/C=C2\SC(N3CCc4ccccc4C3)=NC2=O)cc1
→ 1	8.0	0.8	-3.6	1	10.0	22.8	-0.4	-0.1	-14.8	-0.4
CC(=O)c1cc(CN2C(=O)CCC2=O)cs1
→ 1	1.6	0.9	4.0	1	8.5	7.2	-6.9	0.4	8.7	0.1
O=C(Cc1cccs1)NCc1cn2ccccc2n1
→ 1	1.6	0.9	-0.6	1	5.2	12.7	-8.7	0.2	-12.3	-0.1
COC(=O)c1ccccc1NC(=O)CSc1n[nH]c(C)n1
→ 1	1.0	1	4.5	1	/	3.8	-2.4	-0.4	-8.6	0.0
Cn1c(=O)n(C)c2cc(/C=N/NC(=O)c3cccc(Br)c3)ccc21
→ 1	1.7	0.9	-3.3	1	/	14.6	-3.0	-0.7	12.7	0.0
Cc1ccc(NC(=S)N(CCCN2CCC(C)CC2)Cc2ccco2)cc1
→ 0.2	-0.1	1	1.0	1.1	-5.4	-0.1	37.4	-2.9	-6.8	0.1
COC(=O)CSc1nnc(CNC(=O)Cc2ccccc2)n1C
→ 1	1.7	1	2.0	1	-45.8	2.2	-6.3	-0.6	-3.3	-0.1
COC(=O)c1[nH]c2cccc(Cl)c2c1NC(=O)CN1CCCCC1C (stereo unspecified)
→ 0.9	-0.1	0.8	7.9	0.9	-0.6	16.9	-3.9	0.1	11.2	-0.2
Cc1ccc(S(=O)(=O)N2CCCCC2)cc1C(=O)Nc1ccc2cn[nH]c2c1
→ 0.9	0.9	0.8	3.4	0.8	14.3	20.1	9.8	3.5	-1.0	-0.5
COc1ccccc1NC(=O)CSc1nnc(C)n1CCc1ccccc1
→ 1.1	-1.7	1.2	0.0	1.2	7.8	-16.4	-8.2	2.6	10.8	0.1
O=C(c1ccccn1)N1CC=C(c2ccccc2)CC1
→ 1.4	0.6	1	-1.0	1	-15.5	4.8	4.0	-0.7	14.5	-0.2
CCN(CC)CCCNC(=O)CCc1ccccc1
→ 1.1	0.1	1	-6.8	1.1	/	-4.6	1.3	0.0	-2.3	-0.1
Fc1ccc(-c2cc3nc4c(c(N5CCOCC5)n3n2)CCCC4)cc1
→ 0.9	-0.7	0.6	4.0	0.8	24.7	38.8	21.7	-1.1	7.8	-0.2
CCOC(=O)c1nnn(-c2nonc2N)c1COc1c(C=O)cccc1OC
→ 1	-0.4	0.9	1.6	1	/	8.6	98.0*	0.6	0.6	-0.2
COc1ccccc1CCc1nnc(CCC(=O)NCCOc2cccnc2)o1
→ 0.9	2.2	0.9	5.4	1.1	-11.2	9.6	-6.4	0.0	-0.1	0.2
O=C(Cn1nnc(-c2ccccc2)n1)NNC(=O)c1ccco1
→ 1	1.6	0.8	10.5	1	2.7	15.0	-4.7	-1.0	17.0	-0.1
CCOC(=O)N1CCC(NC(=O)Cn2ncc3ccccc32)CC1
→ 1	0.6	0.9	2.9	1	-3.1	10.7	-11.7	-0.2	12.1	-0.3
CSc1nc2ccccc2cc1/C=C(\C#N)c1ccc(Cl)cc1Cl
→ 1	4.6	0.9	2.2	0.8	/	12.0	9.6	4.7	2.6	-0.3
O=C(Nc1ccccc1F)N(CCCN1CCOCC1)Cc1cc2cc3c(cc2[nH]c1=O)OCCO3
→ 1.1	0.8	0.9	2.5	1	-17.7	6.0	6.1	1.6	6.0	0.1
Cc1ccc2c(c1)nnn2C1CCN(C(=O)NC23CC4CC(CC(C4)C2)C3)CC1
→ 1	1.2	0.9	-21.2	1	-10.6	9.6	-7.6	-2.9	-13.1	-0.4
COc1ccccc1NC(=O)/C=C/C(N)=O
→ 1	1.2	0.9	2.3	1	/	12.1	59.7*	0.1	8.1	-0.4
NC1=NC(=O)/C(=C/c2ccsc2)S1
→ 1	1.9	0.9	-5.4	1	12.2	6.7	6.0	-0.8	-2.3	0.3
Cc1cc(N2CCCc3ccccc32)n2ncnc2n1
→ 0.9	-0.7	0.9	-5.9	1	8.0	8.7	-2.6	-1.9	3.6	-0.3
COC(=O)c1ccc(C2C(C(=O)Nc3ccccc3C)=C(C)Nc3ncnn32)cc1 (stereo unspecified)
→ 1	6.7	0.9	4.6	1	-36.6	10.4	-0.8	0.9	-3.0	-0.1
O=C(CC(=O)c1ccccc1O)c1cccc(F)c1
→ 1	5.5	0.9	5.3	1.1	-16.7	12.3	97.8*	0.0	8.0	1.8
C=C(C)c1cccc(C(C)(C)NC(=O)Nc2cc(C)ccn2)c1
→ 0.8	2.0	0.7	-12.3	0.8	7.1	33.7	14.7	0.9	-5.0	-0.4
Cc1noc(/C=C/N(C)C)c1S(=O)(=O)N1CCCC(C(=O)NCc2ccccc2Cl)C1 (stereo unspecified)
→ 0.9	3.6	0.8	-7.0	0.9	8.7	21.9	0.2	2.4	-5.4	0.2
O=C(O)CCCC(=O)N1CCc2cc(S(=O)(=O)N3CCc4ccccc43)ccc21
→ 1	4.1	0.8	-2.4	1	-26.2	15.8	-1.1	-3.6	7.2	-0.4
O=C(CSC(=S)N1CCCCC1)Nc1nc(-c2ccccc2)c(-c2ccccc2)o1
→ 0.9	1.8	0.9	-1.4	0.9	/	14.9	-4.2	2.4	7.9	-0.7
N#Cc1cc(-c2ccccc2)nnc1Sc1ccc(F)cc1
→ 1	3.4	0.9	-2.3	1	/	6.8	-3.1	0.4	2.5	-0.4
COCCn1nnnc1C(c1cc2cc(C)ccc2[nH]c1=O)N1CCN(C2CCCCC2)CC1 (stereo unspecified)
→ 0.8	-1.3	0.8	11.5	0.9	4.8	16.7	1.1	2.4	-8.1	-0.3
O=C(CSc1nnc(-c2cccnc2)n1C1CCCCC1)NC1CCCC1
→ 1	0.9	1.1	12.2	1.1	-9.0	-10.8	-7.2	0.5	4.5	0.0
NC(=O)[C@@H]1CCNc2c(I)cc([N+](=O)[O-])cc2C(=O)N[C@@H](CO)C(=O)N[C@@H](Cc2ccc(O)cc2)C(=O)N1
→ 1.4	1.2	0.9	16.4	1.5	-14.2	7.6	-6.4	-0.6	-6.9	0.0
Cc1cccc(CSc2nnc(Cn3c(=O)sc4ccccc43)n2C)c1
→ 1	0.6	0.8	-1.4	1	-12.2	22.6	-1.8	-0.3	-8.4	-0.4
CCOc1ccc2nc(NC(=O)CCC(=O)c3cccs3)sc2c1
→ 1	3.7	0.9	7.9	1.1	/	7.9	-5.5	0.0	-1.1	-0.2
CCC(C)n1c(C)nc2c(c1=O)c1nc3ccccc3nc1n2-c1ccc2c(c1)OCCO2 (stereo unspecified)
→ 1	/	0.9	14.1	1	-21.6	7.9	/	/	/	/
CCOC(=O)C(=O)Nc1nnc(Cc2ccc(OC)c(OC)c2)s1
→ 1	0.1	0.9	0.8	1	/	12.7	0.4	-0.1	-8.9	-0.5
Cc1c(NC(=O)COC(=O)c2ccc(S(=O)(=O)N3CCOCC3)cc2)c(=O)n(-c2ccccc2)n1C
→ 0.9	0.6	1	6.4	0.9	-5.5	-0.6	-6.1	-0.8	-9.3	-0.3
COc1ccc(NC(=O)CC(C)C)c(OC)c1
→ 0.9	0.8	0.8	11.6	0.9	/	16.6	-6.0	0.1	-4.3	-0.3
COc1ccccc1NS(=O)(=O)c1ccc2oc(SC3CCOC3=O)nc2c1 (stereo unspecified)
→ 1	-0.7	0.9	10.8	1	-5.4	11.1	-1.1	-0.1	2.6	-0.1
COc1ccc(/C=C/CN2CCN(CCc3ccccc3)C(CCO)C2)cc1 (stereo unspecified)
→ 0.9	0.9	0.9	11.3	0.9	-3.5	5.2	89.6*	-0.8	7.4	-0.1
O=C(Nc1cccc(Cl)c1)c1cc([N+](=O)[O-])ccc1N1CCN(CCO)CC1
→ 0.9	0.4	0.8	15.3	1	5.6	16.8	0.9	1.3	-7.5	-0.3
CCOc1ccc(N2CC(O)Cn3c2nc2c3c(=O)n(CCCc3ccccc3)c(=O)n2C)cc1 (stereo unspecified)
→ 0.9	5.6	0.9	14.4	1	-8.0	9.1	-1.8	-0.1	1.8	-0.5
C/C(=N\NC(=O)c1cccnc1)c1cccc([N+](=O)[O-])c1
→ 1	0.6	0.8	6.6	1	-16.4	19.4	0.7	-0.1	-4.0	-0.2
O=C(Cc1ccccc1)Nc1ccc(NC(=O)c2cccs2)c(Cl)c1
→ 1	5.9	0.9	5.0	1	14.7	6.3	-5.4	-0.7	15.7	-0.2
CCOC(=O)c1sc2cccc(Cl)c2c1N
→ 1	0.5	0.9	-2.8	1	/	11.8	-2.5	0.2	-15.9	-0.5
Cc1nnc(NC(=O)CSc2nccn2-c2ccc(F)cc2)s1
→ 1	0.8	0.9	5.0	1	2.5	11.2	0.5	-2.5	-2.8	-0.1
Brc1ccc(/C=N/Nc2ccccc2)cc1
→ 1.4	2.4	0.8	10.9	2.4*	22.2	16.0	8.5	0.3	-10.3	0.3
Cc1nnc(SCC(=O)N2c3ccccc3C(C)(c3ccc(Cl)cc3)CC2(C)C)s1 (stereo unspecified)
→ 0.7	2.2	0.8	-14.4	0.8	-7.6	24.2	56.6*	1.9	-17.2	-0.3
O=S(=O)(Nc1ccc2c(c1)OCCO2)c1cccc2cccnc12
→ 1	1.4	0.8	0.4	1	-2.4	15.4	7.9	0.8	-12.9	-0.4
Cc1nc2c(C(=O)O)cnn2c(C)c1Cc1ccccc1F
→ 0.9	0.4	0.9	17.0	1	/	9.8	/	/	/	/
CCOC(=O)N1CCN(C(=O)C2CC(=O)N(Cc3ccc(OC)cc3)C2)CC1 (stereo unspecified)
→ 0.9	0.4	1	0.3	1	-16.2	3.8	-7.6	0.0	1.5	-0.3
